# Source: PubChem BioAssay
# SW480 rereplic: A quantitative high throughput screen for small molecules that induce DNA re-replication in SW480 colon adenocarcinoma cells; SW480 DNA re-replication, Hoechst DNA content imaging, 48 h; Potency, µM (titrated, usually from 46.1 µM), without a hit: at the highest dose re-replication activation, most hits filed as activators; 340,000 tested, 1.8% active; AID 624297, 2012; also: potency is read from the fitted curve at half-maximal effect; % of control where 0% means no effect; nearly all actives have a fitted effect of over 55% in size
#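 Compounds, transferred as 23 nL by pin tool, were incubated with cells for 48 hr; DNA content per nucleus was then quantified by Hoechst staining and fluorescence plate imaging.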
# GLP-1R agonist: qHTS of GLP-1 Receptor Agonists; 380,000 tested, 0.007% active; Potency, µM (highest dose often 45.6 µM), inactives show at the highest dose activation, actives largely listed as activators; AID 624172, 2012; HEK293 GLP-1R CRE-luciferase, luminescence, 4-6 h; cells express a hypersensitive GLP-1R form; Glucagon-like peptide 1 receptor (Homo sapiens), P43220; also: potency is read from the fitted curve at half-maximal effect; % of control where 0% means no effect
# Target sequence (P43220 whole entry, looked up): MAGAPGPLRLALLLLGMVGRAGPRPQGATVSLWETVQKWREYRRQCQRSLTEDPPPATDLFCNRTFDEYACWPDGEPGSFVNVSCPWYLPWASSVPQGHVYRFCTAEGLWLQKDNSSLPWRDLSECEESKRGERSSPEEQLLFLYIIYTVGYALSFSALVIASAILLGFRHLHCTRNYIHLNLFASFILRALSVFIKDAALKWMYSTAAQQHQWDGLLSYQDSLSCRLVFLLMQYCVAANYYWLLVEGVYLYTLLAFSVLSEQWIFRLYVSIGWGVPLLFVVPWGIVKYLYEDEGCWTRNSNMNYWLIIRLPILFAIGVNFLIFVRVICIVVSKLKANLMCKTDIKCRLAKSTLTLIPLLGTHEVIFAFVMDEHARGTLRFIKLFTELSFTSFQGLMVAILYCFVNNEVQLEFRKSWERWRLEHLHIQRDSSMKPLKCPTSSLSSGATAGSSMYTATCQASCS
# DRD3 antagonist: qHTS of D3 Dopamine Receptor Antagonist: qHTS. 360,000 tested, 2.5% active. max response, negative = inhibition, %. D(3) dopamine receptor (Homo sapiens), P35462. D3R cells, DiscoveRx beta-arrestin luminescence, antagonist mode; active compounds read low; in the data active = max response below about -50%; inconclusive = no clear call, values can overlap the other calls; also: % is scaled to controls: 0 for no effect and ±100 for the full control effect; mostly tested at two doses, the higher about 12 µM
# Target sequence (P35462 whole entry, looked up): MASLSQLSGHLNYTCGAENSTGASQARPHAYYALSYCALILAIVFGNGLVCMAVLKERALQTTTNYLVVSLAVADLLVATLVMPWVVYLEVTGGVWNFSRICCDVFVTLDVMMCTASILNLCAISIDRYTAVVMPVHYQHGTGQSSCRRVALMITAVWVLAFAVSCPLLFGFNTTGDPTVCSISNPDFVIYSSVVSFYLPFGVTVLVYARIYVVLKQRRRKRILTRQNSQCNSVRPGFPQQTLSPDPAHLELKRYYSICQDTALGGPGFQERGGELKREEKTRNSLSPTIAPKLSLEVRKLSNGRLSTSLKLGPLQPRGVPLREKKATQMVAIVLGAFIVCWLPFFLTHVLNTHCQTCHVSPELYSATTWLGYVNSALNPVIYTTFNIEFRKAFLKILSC
#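 Cells expressing the human receptor were seeded at 1500 cells/well, incubated overnight at 37 degrees C in 5% CO2, then exposed to library compounds with dopamine controls for 90 minutes at 37 degrees C before luminescent detection.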
# IL1B secr inh: qHTS for Inhibitors of Inflammasome Signaling: IL-1-beta AlphaLISA Primary Screen. activity change, % at 57.5 µM. THP-1 LPS/ATP IL-1B secretion, AlphaLISA, 16 h; active compounds read low. 360,000 tested, 4.7% active; in the data active = activity change below about -50%; inconclusive = mostly about -30% to -49%; also: % is scaled to controls: 0 for no effect and ±100 for the full control effect
#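 THP-1 cells pretreated 1 hr with compounds (up to 57.5 uM final), then stimulated with LPS (250 ng/mL final) plus ATP (1.25 mM final); secreted IL-1B measured by AlphaLISA after 16 hr, decreased signal indicating inhibition.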
# KB-3-1 cytotox: qHTS assay for MDR1-selective chemotherapeutics: Primary screen using the parental adenocarcinoma cell KB-3-1; KB-3-1 viability, CellTiter-Glo ATP luminescence, 72 h; Potency, µM (highest dose often 46.1 µM), inactives show at the highest dose activity change, negative = cytotoxic, usual class: cytotoxic; 400,000 tested, 1.4% active; also: potency is read from the fitted curve at half-maximal effect; % is scaled to controls: 0 for no effect and ±100 for the full control effect; nearly all actives have a fitted effect of over 60% in size
#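 KB-3-1 cells, DMEM (no phenol red) + 10% FBS; compound by pin transfer, 72 h, 37 °C. Readout: CellTiter-Glo luminescence after 10 min. Data normalized, curve-fitted.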
# HT1080 IDH1KD tx: qHTS for induction of synthetic lethality in tumor cells producing 2HG: qHTS for the HT-1080-IDH1KD cell line. AID 686971, 2013. Potency, µM (series often up to 46.1 µM), inactives show at the highest dose activity, negative = toxicity, usual class: cytotoxic. 360,000 tested, 2% active. HT-1080 IDH1 knockdown viability, ATP luminescence, 48 h;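 also: potency is read from the fitted curve at half-maximal effect; 0% = DMSO wells and -100% = cell-free medium wells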
#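 CellTiter-Glo luminescence after 48 h compound exposure at 37 degrees C of IDH1-knockdown HT-1080 cells in 5% FBS RPMI. %Activity scaled between DMSO wells and cell-free media wells, with curves fitted and assigned curve classes.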
# HT1080-NT tox: qHTS for induction of synthetic lethality in tumor cells producing 2HG: qHTS for the HT-1080-NT fibrosarcoma cell line. 360,000 tested, 1.6% active. AID 686970, 2013. HT-1080-NT fibrosarcoma viability, CellTiter-Glo ATP luminescence, 48 h. Potency, µM (top dose mostly 46.1 µM), without a hit: at the highest dose activity, negative = less viability, most hits filed as cytotoxic;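 also: NT is the 2HG producing partner of a matched IDH1 knockdown line; potency is read from the fitted curve at half-maximal effect; 0% = DMSO-treated cells and -100% = media-only wells without cells; nearly all actives have a fitted effect of over 55% in size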
#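 Toxicity toward the 2HG-producing NT line was scored as %Activity, normalised to DMSO and no-cell wells, from CellTiter-Glo luminescence after 48 hours' treatment.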
# KB-V1 MDR tox: qHTS assay for MDR1-selective chemotherapeutics: Primary screen using the drug-selected MDR subline cells KB-V1; 400,000 tested, 3.4% active; Potency, µM (highest dose often 46.1 µM), inactives show at the highest dose activity change, negative = cytotoxicity, hits mostly cytotoxic; KB-V1 MDR cells viability, CellTiter-Glo, 72 h; also: potency is read from the fitted curve at half-maximal effect; % is scaled to controls: 0 for no effect and ±100 for the full control effect; nearly all actives have a fitted effect of over 60% in size
#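 Readout: CellTiter-Glo luminescence, 10 min after addition. Cells: KB-V1 MDR subline, 72 h at 37 degrees C with compound. Analysis: corrected, normalized data fitted to concentration-effect curves.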
# DRD3 agonist: qHTS of D3 Dopamine Receptor Agonist: qHTS. max activation, %. D3R DiscoveRx beta-arrestin cells, luminescence, 90 min. 410,000 tested, 0.58% active. AID 652048, 2013. D(3) dopamine receptor (Homo sapiens), P35462; in the data active = max activation above about 30%; also: 0% is about no effect; mostly tested at two doses, the higher about 12 µM
#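 Agonist mode: compounds and dopamine controls were applied to plated cells for 90 min at 37 degrees C after an overnight attachment at 1500 cells/well. Luminescent read-out followed 30 - 60 minutes at room temperature with DiscoveRx detection reagent.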
# Active calls of the source: *; ? = inconclusive; . = not tested or not shown; & = joins results of further samples; [ ] = another dose, or the depositor's remark. Unless noted, calls follow the shape of the dose curve; as a rule, active = well fitted curve in the direction sought with a large enough effect; inconclusive = small, poorly fitted or top-dose-only effect, or another doubt; inactive = no such curve, though single readings can be large; an effect the other way counts as inactive or inconclusive.
No.	mol	GLP-1R agonist	DRD3 antagonist	HT1080 IDH1KD tx	HT1080-NT tox	DRD3 agonist	SW480 rereplic	IL1B secr inh	KB-3-1 cytotox	KB-V1 MDR tox
1	CC(C)[C@H](NC(=O)c1ccc(Cl)cc1)C(=O)Nc1cccc(S(=O)(=O)N2CCOCC2)c1	-9%	10	0%	9%	1	.	7	2%	30%
2	COc1ccc([C@H]2CC(=O)C=C(c3cc(Br)ccc3OC)C2)cc1	-5%	4	?	-18%	-7	?	5	?	?
3	c1cncc(CNc2ncnc3ccc(-c4cccnc4)cc23)c1	5%	.	.	.	.	22%	.	1%	2%
4	CCCCc1cc(=O)oc2cc(OCC(=O)Nc3cccnc3)c(Cl)cc12	-2%	11	1%	-5%	3	30%	23	3%	10%
5	Cc1nn(C)cc1NC(=O)Cn1nc(C(F)(F)F)cc1C1CC1	-3%	7	21%	22%	4	-1%	12	15%	0%
6	COc1cc(NC(=O)CSc2nnc(C)s2)cc(OC)c1OC	1%	39	13%	16%	3	-4%	-12	5%	-4%
7	COc1ccccc1NC(=O)Nc1nn(C)c2cccc(N(C)C)c12	10%	2	-14%	-15%	-7	0%	?	8%	?
8	Cc1ccc(C(=O)OCC(=O)c2ccc(CC(=O)N3CCOCC3)s2)c(C)c1	3%	-9	-8%	-5%	-11	-2%	8	0%	0%
9	CC(=O)c1ccc(OCCCC(=O)Nc2cccc(-c3nn[nH]n3)c2)cc1	0%	-21	-2%	-27%	-33	-19%	2	-3%	-11%
10	COC(=O)c1ccc(OC)c(Cn2c(=O)n(-c3cccc(Cl)c3)c(=O)c3c4c(sc32)CN(C(C)=O)CC4)c1	0%	.	.	.	4	.	.	-2%	-2%
11	COc1ccccc1NC(=O)Cn1nnc(-c2ccccc2NC(=O)c2cc3ccccc3oc2=O)n1	0%	5	?	?	7	26%	-3	-4%	-7%
12	Cc1ccc(C)c(S(=O)(=O)N2CCN(C(=O)CN3C(=O)NC(C)(C)C3=O)CC2)c1	-2%	0	2%	7%	7	-1%	-7	1%	0%
13	COc1ccccc1C(=O)COC(=O)CNS(=O)(=O)c1ccc(NC(C)=O)cc1	2%	-5	-9%	0%	-5	12%	10	?	-4%
14	O=C(CNS(=O)(=O)c1ccc(F)c(Cl)c1)N1CCCC1	-4%	-6	-6%	1%	4	?	0	0%	-6%
15	CC(=O)N1CCN(C(=O)c2c(-c3ccccc3)noc2C)CC1	-4%	0	2%	3%	9	0%	0	-5%	?
16	COc1ccc(OC)c(NC(=O)c2cccc(NC(=O)c3ccccc3)c2)c1	0%	-13	-3%	2%	1	10%	-57*	0%	-13%
17	Cc1ccc(CSCCNC(=O)c2ccc(N(C)S(=O)(=O)c3ccccc3)cc2)cc1	3%	-27	-19%	-9%	-4	-1%	-5	3%	-8%
18	CN1C2CCC1CC(NC(=O)c1cc(S(=O)(=O)N(C)C)c(Cl)cc1Cl)C2 (configuration not stated)	-3%	1	-2%	-3%	-16	-1%	-17	6%	-1%
19	CC(C)N(C(=O)c1ccc(C(=O)Nc2ccc([N+](=O)[O-])cc2)cc1)C(C)C	5%	1	10%	6%	4	-7%	25	-9%	2%
20	c1ccc(CCNc2nc(-c3ccccn3)cs2)cc1	-2%	6	12%	17%	5	0%	0	0%	0%
21	O=C1c2ccccc2OCOc2ccccc21	3%	-18	7%	10%	-2	4%	0	12%	0%
22	Cc1cc(-c2ccc(C)c(S(=O)(=O)NCCc3ccc(S(N)(=O)=O)cc3)c2)on1	9%	14	-12%	-21%	-11&12	-11%	-3	-18%	24%
23	Cc1c(C)n2c(SCC(=O)NCc3ccc4c(c3)OCO4)nnc2[nH]c1=O	-3%	0	1%	0%	3	1%	-3	1%	?
24	CCN1CCC2(CC1)N=C(c1ccc(F)cc1)C(=S)N2C(=O)c1ccc(C)cc1	-2%	7	23µM*	?	1	21µM*	-115*	?	?
25	S=c1[nH]nc(C2CCCCC2)n1/N=C/C(Cl)=C\c1ccccc1	-2%	?	-25%	-19%	-5	.	-19	-2%	?

# Part of the list above in order of SMILES length, ascending.
No.	mol	GLP-1R agonist	DRD3 antagonist	HT1080 IDH1KD tx	HT1080-NT tox	DRD3 agonist	SW480 rereplic	IL1B secr inh	KB-3-1 cytotox	KB-V1 MDR tox
3	c1cncc(CNc2ncnc3ccc(-c4cccnc4)cc23)c1	5%	.	.	.	.	22%	.	1%	2%
2	COc1ccc([C@H]2CC(=O)C=C(c3cc(Br)ccc3OC)C2)cc1	-5%	4	?	-18%	-7	?	5	?	?
16	COc1ccc(OC)c(NC(=O)c2cccc(NC(=O)c3ccccc3)c2)c1	0%	-13	-3%	2%	1	10%	-57*	0%	-13%
23	Cc1c(C)n2c(SCC(=O)NCc3ccc4c(c3)OCO4)nnc2[nH]c1=O	-3%	0	1%	0%	3	1%	-3	1%	?
13	COc1ccccc1C(=O)COC(=O)CNS(=O)(=O)c1ccc(NC(C)=O)cc1	2%	-5	-9%	0%	-5	12%	10	?	-4%
18	CN1C2CCC1CC(NC(=O)c1cc(S(=O)(=O)N(C)C)c(Cl)cc1Cl)C2 (configuration not stated)	-3%	1	-2%	-3%	-16	-1%	-17	6%	-1%
19	CC(C)N(C(=O)c1ccc(C(=O)Nc2ccc([N+](=O)[O-])cc2)cc1)C(C)C	5%	1	10%	6%	4	-7%	25	-9%	2%
11	COc1ccccc1NC(=O)Cn1nnc(-c2ccccc2NC(=O)c2cc3ccccc3oc2=O)n1	0%	5	?	?	7	26%	-3	-4%	-7%

# Next part
No.	mol	GLP-1R agonist	DRD3 antagonist	HT1080 IDH1KD tx	HT1080-NT tox	DRD3 agonist	SW480 rereplic	IL1B secr inh	KB-3-1 cytotox	KB-V1 MDR tox
26	Cc1ccc(-n2cnc3scc(-c4cccs4)c3c2=O)cc1	1%	3	?	?	-4	-6%	-2	?	-21%
27	CC(C)C(c1nnnn1C1CCCC1)N1CCOCC1 (configuration not stated)	0%	-8	5%	7%	10	-3%	5	-10%	3%
28	O=C(N/N=C/c1ccc([N+](=O)[O-])cc1)c1cc(C2CC2)[nH]n1	14%	-8	-6%	-1%	1	-10%	-5	16%	-7%
29	COC(=O)c1ccccc1NC(=O)c1nc(-c2ccc(C)cc2)n2c1CCCCC2	3%	.	.	.	-1	.	.	?	15µM*
30	Cc1ccc(NC(=S)N2CCN(S(=O)(=O)c3ccccc3)CC2)cc1C	3%	-14	-4%	-13%	-7	-7%	7	3%	14%
31	O=C(NCC(c1ccco1)N1CCCCC1)c1ccc2c(c1)S(=O)(=O)c1ccccc1C2=O (configuration not stated)	24%	-3	2%	1%	-6	-51%[inhibitor]	12	-6%	-17%
32	Cn1nccc1NC(=O)Nc1ccc(OC(F)(F)F)cc1	13%	1	-3%	-1%	6	2%	2	-3%	?
33	Cc1ccccc1C(=O)Nc1nnc(S(=O)(=O)N2CCCCC2)s1	-3%	15	3%	-2%	4	-13%	-11	-18%	-4%
34	COc1ccc(C(=O)Nc2ccc(CN3CCOCC3)cc2)cc1	4%	30	0%	-1%	0	-11%[9.22 µM]	-30	0%	-5%
35	CCC/S(C)=N/S(=O)(=O)c1ccc(C)cc1 (configuration not stated)	-23%	-1	0%	1%	4	3%	0	8%	-9%
36	Cc1cc(NCCN(C)C)n2nc(-c3cccs3)cc2n1	-6%	-23	-8%	-2%	-25	0%	-100*	1%	?
37	CSC1=NC=C(C#N)C2=NC(c3ccc(Cl)cc3)NN12 (configuration not stated)	-7%	2	12%	24%	2	.	-11	4%	-6%
38	Cc1ccc(C(=O)N/N=C/c2ccoc2)cc1C	-3%	-19	-1%	-9%	-8	-6%	?	20%	?
39	COc1ccc(-n2nc(C(=O)NCC(=O)NCCCN3CCOCC3)c3ccccc3c2=O)c(OC)c1	-1%	-12	24%	17%	-15	-7%	-7	8%	7%
40	CC(C)(C)c1ccc(S(=O)(=O)N2CCC(O)(c3ccc(Cl)cc3)CC2)cc1	2%	23	-22%	?	0	-29%	-11	?	?
41	Cc1nnsc1C(=O)Nc1ccccc1	1%	47	13%	11%	4	-22%	0	6%	0%
42	COc1ccc(/C=N/NC(=O)c2ccccc2O)cc1Cn1nnc2ccccc21	-7%	-8	-5%	-4%	-2	1%	-5	6%	?
43	CCCc1cc(C(=O)NNC(=S)NC2CCCCC2)cs1	7%	?	1%	-2%	-18	27%	-9	-17%	0%
44	Cc1occc1C(=O)N1CCCc2ccccc21	-2%	2	1%	1%	-2	0%	-4	3%	16%
45	Cc1cc(C)cc(N2C(=O)CC(N(C(=O)c3ccco3)c3cc(C)cc(C)c3)C2=O)c1 (configuration not stated)	-9%	-11	14%	1%	-12	-3%	9	9%	?
46	O=C(Nc1ccc2c(c1)C(=O)c1ccccc1-2)c1ccccc1	12%	11	-3%	13%	3	-8%	4	-10%	13%
47	COc1ccc(OC)c(C2C(C#N)=C(N)N(N(C)C)C3=C2C(=O)CC(C)(C)C3)c1 (configuration not stated)	11%	-6	17%	4%	-15	-1%	-11	6%	14%
48	CC1=CC(=O)N(c2cccc(C(F)(F)F)c2)C1c1ccc(Cl)cc1 (configuration not stated)	-16%	-9	-28%	-17%	23	23%	-30	-9%	15µM*
49	CN(C)CCCNCCCNC(=O)c1ccccn1	-1%	17	20%	18%	9	0%	4	8%	8%
